ERK EGF inh: inhibitors of EGF-stimulated ERK signaling pathway; HEK293-V1b, EGF-stimulated phospho-ERK AlphaScreen; Potency, µM (doses to about 11.5 µM), for the others: top-dose activity change, negative = inhibition, usual class: inhibitors; 130,000 tested, 0.41% active; active = well fitted inhibition curve with a large enough effect; inconclusive = small, poorly fitted or top-dose-only effect, or effect the other way;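 also: plate controls were stimulated vehicle wells for no effect and unstimulated vehicle basal for full effect; nearly all actives have a fitted effect of over 55% in size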
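V1b-HEK293, 1% FBS o/n; cpd 30 min 37C; EGF 25 nM final, 5 min; lyse 10 min; AlphaScreen beads 5 h RT. Normalized DMSO basal vs EGF max; Hill AC50.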
Numbers without * were called inactive; ? = inconclusive; & = joins results of further samples; [ ] = remark or other dose. Potency is read from the fitted curve at half-maximal effect. This is a subset; rates above refer to the full screens.

entry	compound	ERK EGF inh
1	O=C(NCC1([N+](=O)[O-])CN(C(=O)c2ccccc2)CN(C(=O)c2ccccc2)C1)c1ccccc1	4%
2	O=C(NCc1ccc2c(c1)OCO2)c1ccc(N2CCCCCC2)c([N+](=O)[O-])c1	?
3	N#Cc1c(-c2ccc(F)cc2)nc(-c2ccccc2)[nH]c1=O	-10%
4	C=CCC1(O)CCOc2ccccc21 (stereo unspecified)	-6%
5	CCOC(=O)CN1C(=O)S/C(=C/C=C/c2ccc(N(C)C)cc2)C1=O	?
6	Cc1ccc(N=Cc2cc(Br)cc(Cl)c2O)cc1	-4%[57.5 µM]
7	CC(=O)c1sc(NC(=O)COc2ccc(Br)cc2)nc1C	-5%
8	O=C1CCCN1c1ccc(S(=O)(=O)N2CCN(c3ccccc3)CC2)cc1	2%
9	CCCCNc1c([N+](=O)[O-])c(=O)n(C)c2ccccc12	1%
10	Cc1cc(NC(=O)CN2C(=O)NC3(CCCCC3C)C2=O)no1 (stereo unspecified)	14%
11	Cc1ccc(C2CCN(C(=S)Nc3cccc(C)c3)C2)cc1 (stereo unspecified)	3%[57.5 µM]
12	CC(C)c1nc2oc3c(=O)[nH]cnc3c2c2c1COC(C)(C)C2	23%[57.5 µM]
13	O=C(Nc1ccc([N+](=O)[O-])cc1Br)c1cccnc1	7%
14	O=C(N/N=C/c1ccco1)c1cc(=O)[nH]c2ccccc12	?
15	O=C1C2C3C=CC(C4CC34)C2C(=O)N1/N=C/c1ccc([N+](=O)[O-])s1 (stereo unspecified)	8%
16	COC(=O)c1cc(C(=O)NC(C)(C)CC(C)(C)C)cc([N+](=O)[O-])c1	26%
17	C[C@@H]1O[C@@H](OC[C@H]2O[C@@H](Oc3c(-c4ccc(O)c(O)c4)oc4cc(O)cc(O)c4c3=O)[C@H](O)[C@@H](O)[C@@H]2O)[C@H](O)[C@H](O)[C@H]1O	?
18	O=C(COC(=O)CNC(=O)c1cccc(F)c1)NCCC1=CCCCC1	-1%
19	O=S(=O)(c1ccccc1)N1CCC[C@@]2(CCN(C(c3ccccc3)c3ccccc3)C2)C1	-8%
20	CNC(=S)N1N=C2c3ccccc3CCC2C1c1ccccc1Cl (stereo unspecified)	?
21	CC1CCCCC1NC(=O)C1CCC(CNc2c(N3CCCCC3)c(=O)c2=O)CC1 (stereo unspecified)	3%[57.5 µM]
22	O=C(O)/C=C/C(=O)Nc1ccc(-c2ccccc2)cc1	-6%[57.5 µM]
23	COC(=O)C1CCN(c2nc3ccccc3nc2C(C#N)C(=O)NCCc2ccccc2)CC1 (stereo unspecified)	3%[57.5 µM]
24	Cc1ccc(C(=O)Nc2ccc(C)c(S(=O)(=O)Nc3ccccc3Cl)c2)s1	?
25	O=C(NCc1ccccn1)c1ccc(Cn2c(=S)[nH]c3ccc(Br)cc3c2=O)cc1	5%
26	CN1CCN(Cc2nc3ccccc3c(=O)n2CC#N)CC1	-1%
27	C=CCNC(=S)N1CCN(S(=O)(=O)c2ccc(C)cc2)CC1	5%[57.5 µM]
28	CC(=O)OCCNc1nc(-c2ccccc2)nc2ccccc12	-12%
29	Cn1cc(CN2CCc3sccc3C2)c(-c2ccccc2F)n1	-3%
30	CCC1C(C#N)=C(N)OC2=C1C(=O)CC(C)(C)C2 (stereo unspecified)	1%
31	COc1ccc(/C=C/C(=O)NC2=NCCS2)cc1OC	11%
32	CCCn1nnnc1SCC(=O)Nc1sc(C)c(C)c1C#N	-10%[57.5 µM]
33	CCCCC#Cc1ccc(C(=O)NNC(=O)Nc2cc(Cl)cc(Cl)c2)o1	-5%[57.5 µM]
34	CCC(=O)Oc1c(C(=O)CC)cc2c(C)cc(=O)oc2c1C	8%
35	CC1=CC(C)C(/C=N/N=C(N)N)C(C)C1 (stereo unspecified)	-10%[57.5 µM]
36	Cc1ccc(-n2nc3c(SCCN4CCOCC4)nnc(C)c3c2C)cc1	8%
37	Cc1cccc(C(=O)N/N=C2/SCC(=O)N2Cc2ccccc2)c1	-6%
38	CCCCNS(=O)(=O)c1ccc2nc(-c3cccnc3)cc(C(=O)NC3CC3)c2c1	9%
39	c1coc(-c2nnc3n2C2(CCCC2)Cc2ccccc2-3)c1	1%[57.5 µM]
40	Cn1cnnc1SCC(=O)Nc1nc(-c2ccc(F)cc2)cs1	1%
41	O=S(=O)(Nc1ccccn1)c1cnc(Cl)c(Br)c1	-2%
42	O=C(Cc1cccs1)NC(c1ccccc1)c1ccccc1	-3%
43	CC(C)(C)OC(=O)N1CC(O)CC1C(=O)OCC(=O)c1ccc(-c2ccccc2)cc1 (stereo unspecified)	-2%
44	O=Nc1c(O)[nH]c2ccc(Cl)cc12	-3%
45	COc1cc2c(cc1OC)C1C(=O)c3c(O)cc4c(c3OC1CO2)C=CC(C)(C)O4 (stereo unspecified)	?

An excerpt of these results, with each value named.
33	CCCCC#Cc1ccc(C(=O)NNC(=O)Nc2cc(Cl)cc(Cl)c2)o1
  ERK EGF inh: -5%[57.5 µM]

43	CC(C)(C)OC(=O)N1CC(O)CC1C(=O)OCC(=O)c1ccc(-c2ccccc2)cc1 (stereo unspecified)
  ERK EGF inh: -2%

Other compounds:
entry	compound	ERK EGF inh
46	O=C(NCc1csc(-c2cccs2)n1)C1CCCCC1	8%[57.5 µM]
47	Cc1cc(CO)nn1-c1ccc([N+](=O)[O-])cc1	-8%[57.5 µM]
48	O=C(CN1c2ccccc2Sc2ccccc21)N/N=C/c1ccc(Cl)cc1Cl	-1%[57.5 µM]
49	Cc1c(N2C(=O)CSC2=S)c(=O)n(-c2ccccc2)n1C	?
50	CN(C(=S)NC(=O)c1ccccc1)c1c(N)n(Cc2ccccc2)c(=O)[nH]c1=O	-9%[57.5 µM]
51	Cc1ccccc1C([O-])=Nc1ccc[n+](-c2nc3ccccc3nc2NS(=O)(=O)c2ccccc2)c1	0%[57.5 µM]
52	O=C(Nc1ccccc1Cl)Oc1ccc(-c2ccccc2)cc1	-20%[57.5 µM]
53	Cc1noc(C)c1C(=O)N1CCC2(CCCN(C(c3ccccc3)c3ccccc3)C2)CC1	1%
54	CC1(C)Cc2ccccc2-c2nnc(C(F)(F)F)n21	8%
55	Nc1ncn([C@@H]2O[C@H](CO)[C@@H](O)[C@H]2O)c(=O)n1	16%
56	c1ccc(-n2nnnc2Sc2ncnc3sc4c(c23)CCCC4)cc1	0%
57	O=C(Nc1ccc(-c2cn3c(n2)SCC3)cc1)c1ccco1	5%[57.5 µM]
58	O=C(CCCn1c(=S)[nH]c2cc3c(cc2c1=O)OCO3)NCc1ccco1	1%
59	Cc1sc(NC(=O)CSc2nnc(C(C)C)n2C)c(C#N)c1C	4%
60	COc1ccc(CNCc2cn(-c3cccc(F)c3)nc2-c2ccc(C)o2)cc1	?
61	O=C(CS(=O)CC(=O)N(c1ccccc1)C(C(=O)NC1CCCCC1)c1ccco1)Nc1ccc(F)cc1 (stereo unspecified)	6%
62	O=C1COc2ccc(N3C(=O)c4ccccc4C3=O)cc2N1	-4%
63	COc1ccc(NC(=O)c2cccnc2N2CCOCC2)cc1	-5%
64	COCc1c(Br)c(C)nc(OCC(=O)N/N=C/c2ccco2)c1C#N	-2%
65	COc1cccc(NC(=O)COC(=O)c2c(F)cccc2Cl)c1	1%
66	Cc1nc2ccccn2c1P(=O)(N1CCCCC1)N1CCCCC1	6%
67	O=C(CSc1nc2cc([N+](=O)[O-])ccc2n1-c1ccc(F)cc1)NC1CCS(=O)(=O)C1 (stereo unspecified)	6%
68	Cc1cc(C(=O)COC(=O)c2ccc[nH]c2=O)c(C)n1C	3%
69	CC1CCCC(C)N1S(=O)(=O)c1ccc(S(=O)(=O)N2CCOCC2)cc1 (stereo unspecified)	-11%[57.5 µM]
70	C=CC(C1=CC(=O)C=CC1=O)c1ccc(O)cc1 (stereo unspecified)	6%
71	CN(C)CCCN(C(=O)c1ccc(Br)s1)c1nc2cc3c(cc2s1)OCO3	11%
72	O=C(N1CCN(c2ccccc2)CC1)C1(c2cccs2)CCOCC1	-8%
73	Cn1nc(N)c2c(-c3ccccc3)c(C#N)c(N)nc21	-2%
74	C#CCOCCOCCOCCNc1nc(N2CCN(C(=O)[C@H](Cc3ccc(O)cc3)n3cc([C@@H](N)CC(C)C)nn3)CC2)nc(N2CCN(C(=O)[C@H](Cc3ccc(O)cc3)n3cc([C@@H](N)CC(C)C)nn3)CC2)n1	-10%[57.5 µM]
75	COc1cccc(OC)c1OCCCCN1CCC(Cc2ccccc2)CC1	-3%
76	CCCCNC(=O)CN(c1cccc(Br)c1)S(C)(=O)=O	5%
77	c1coc(-c2ccnc3nc(-n4cccc4)nn23)c1	0%
78	CCCCC/C=C\C/C=C\C/C=C\CCCCC(N)=O	-3%
79	Fc1ccc(-c2cc(C(F)(F)C(F)F)[nH]n2)cc1	?
80	Cc1cccc(OCCC(=O)N(C)CC(=O)Nc2cccc3ccccc23)c1	2%
81	CCOc1cc(S(=O)(=O)n2ccnc2)ccc1Br	8%
82	CCOc1ccc(/C=N/NC(=O)c2ccc(CSc3nc4ccccc4[nH]3)cc2)cc1	16%
83	CCCCOc1ccc(Nc2nc(C)cc(C)c2C#N)cc1	-4%
84	Cc1cccc(C)c1NC(=S)NCCc1ccc(O)c(O)c1	?
85	OCCNc1nc(N2CCOCC2)nc(N2CCOCC2)n1	-5%
86	CCCCCCC(=O)Cc1cc(OC)c(OC)cc1C=C(C(=O)OCC)C(=O)OCC	-4%
87	NC/C=C/C(=O)O	4%&19%
88	CCN(CC)CCOC(=O)c1cccc2c1-c1ccccc1C2O (stereo unspecified)	6%[57.5 µM]
89	S=C(Nc1ccc(Cl)cc1Cl)N1CCCCC1	1%
90	COc1ccc(CSc2nc(N3CCOCC3)c3c(c2C#N)CC(C)(C)OC3)cc1	-2%
91	Nc1nn(-c2ccccc2)nc1C(=O)OCc1ccccc1F	-7%
92	CC(C)n1nc(C(=O)Nc2nnc(C3CC3)s2)c2ccccc2c1=O	-3%
93	Oc1oc(-c2ccccc2Br)nc1/C=N/c1ccccn1	11%
94	O=C(/C=C/c1ccccc1[N+](=O)[O-])Nc1ccccc1	-3%
95	Cc1ccnc(NS(=O)(=O)c2ccc(NC(=O)c3c(-c4ccccc4Cl)noc3C)cc2)n1	5%
96	CC(C)c1nc(SCC(=O)Nc2ccc(N3CCOCC3)cc2)c2ccccc2n1	-7%
97	CCCC(=O)Nc1ccc(C(=O)Nc2nnc(COCC)s2)cc1	3%
98	CCOCc1nnc(NC(=O)c2cc(OC)c(OC)c(OC)c2)s1	1%
99	O=C(c1ccc(F)cc1)N1CCN(c2ccc(N3CCOCC3)nn2)CC1	-2%[57.5 µM]
100	CCOC(=O)CSc1nc(C)[nH]c1[N+](=O)[O-]	-5%
101	N#CC1=C(N2CCOCC2)/C(=C\c2ccccc2)CC1	-9%
102	CC(=O)c1c(O)cc(C(C)C)n(-c2ccccc2)c1=O	3%
103	NCc1nc(-c2ccc(Cl)cc2)no1	3%
104	COc1ccccc1NC(=O)/C(C#N)=C/c1cc([N+](=O)[O-])ccc1N1CCCC1	-6%
105	CC(=O)Nc1ccc(C)c(NC(=S)Nc2ccc(F)cc2)c1	-10%[57.5 µM]

Some of the entries above in a different format:
99	O=C(c1ccc(F)cc1)N1CCN(c2ccc(N3CCOCC3)nn2)CC1
  ERK EGF inh: -2%[57.5 µM]

100	CCOC(=O)CSc1nc(C)[nH]c1[N+](=O)[O-]
  ERK EGF inh: -5%

101	N#CC1=C(N2CCOCC2)/C(=C\c2ccccc2)CC1
  ERK EGF inh: -9%

102	CC(=O)c1c(O)cc(C(C)C)n(-c2ccccc2)c1=O
  ERK EGF inh: 3%

Later entries.
entry	compound	ERK EGF inh
106	CS(=O)(=O)c1ccc(Cn2c3c(c4cc(F)cc(F)c42)CCC[C@H]3CC(=O)O)cc1	-12%
107	CCSc1nnc(NC(=O)Cn2cnc3c2c(=O)n(C)c(=O)n3C)s1	-12%
108	S=C(Nc1ccccc1)N1CCCCCCC1	6%
109	COc1cccc2c1OCC(C(=O)O)C2 (stereo unspecified)	7%
110	CCN(CC)CCCNC(=O)c1sc2ncn(CC(=O)Nc3ccc(C)c(Cl)c3)c(=O)c2c1C	1%
111	NS(=O)(=O)c1ccc(CCNC(=O)C2CCN(S(=O)(=O)c3ccccc3)CC2)cc1	1%
112	CC(C)c1ccc(N(CC(=O)NN=C2CCN(C)CC2)S(=O)(=O)c2ccccc2)cc1	2%
113	O=c1c(CCc2ccccc2)nc2cncnc2n1-c1ccccc1	-4%
114	O=C(O)/C=C\c1ccc(Cn2ccnc2)cc1	8%[25.7 µM]
115	CC(=O)c1ccc(NC(=O)N2CCc3ccccc3C2)cc1	?
116	Cc1ccc2nc(-c3ccc(SCC(=O)Nc4nnc(C)s4)nc3)[nH]c2c1	0%
117	CC1(C)CC(Cc2nc(=S)[nH][nH]2)C(=O)O1 (stereo unspecified)	1%
118	Cc1ccc(S(=O)(=O)c2nc(-c3cccs3)oc2NCCCN(C)C)cc1	2%
119	C=CCOc1c(CNc2ncn[nH]2)cccc1OCC	-1%
120	Cc1ccc(NS(=O)(=O)c2cccc(C(=O)N/N=C/c3c(C)nn(-c4ccccc4)c3N3CCCC3)c2)c(C)c1	4%
121	O=C(/C=C/c1cccs1)Nc1nncs1	-3%[57.5 µM]
122	O=C(c1cccs1)N1CCN(S(=O)(=O)Cc2ccccc2)CC1	-4%
123	O=C(N=C1N=C2C=CC=CN2Cc2ccccc21)c1ccc(S(=O)(=O)N2CCCC2)cc1	-12%[57.5 µM]
124	CC1CCCCN1C(=O)CN1CCC(c2nc3ccc(Cl)cc3[nH]2)CC1 (stereo unspecified)	-15%
